High-throughput results from PubChem BioAssay.
Casp6 inh = blocks human caspase-6 cleavage activity | purified caspase-6, Z-VEID-R110 cleavage fluorescence | P55212 | 0.53% of 350,000 active | inhibition, % at 12.5 µM;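 active = mean inhibition across replicates at least about 35%, with every replicate also reaching that limit, limit read from the data; inconclusive = only one of the two criteria met; inactive = neither criterion met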;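 also: 0% = median of neutral control wells and 100% = no fluorescence left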
GSIS activator = primary screen for activators of insulin secretion dependent on glucose, INS-1E cells, GLuc reporter luminescence; INS-1E GLuc reporter insulin secretion, 2-3 h; activation, % at 16.6 µM; 0.61% of 370,000 active; AID 743287;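 active = lowest replicate activation of at least 40%, so every replicate reaches that level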;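 also: 0% = median of neutral control wells and 100% = median of IBMX positive control wells; some compounds called inactive have numbers as strong as hits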
DENV2 CPE rescue = inhibitors of DENV2 cytopathic effect; CPE inhibition, % at 9.99 µM; 1.7% of 350,000 active; DENV2-infected cells, cytopathic effect rescue, plate reader; in the data active = CPE inhibition above about 20%, passing the limit was not always enough; inconclusive = no clear call, values can overlap the other calls; tested in BHK-21 cells;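 also: 0% = median of neutral control wells and 100% = median of positive control wells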
RAD52 anneal inh = blocks human RAD52 DNA annealing; P43351; recombinant RAD52 DNA annealing, FRET fluorescence; inhibition, % at 18.7 µM; 0.46% of 360,000 active; AID 651710;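 active = every replicate showing at least 50% inhibition; inconclusive = mean inhibition at least 50% but not in every replicate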
RAD54 branch = RAD54 (human) branch migration inhibition. 0.14% of 360,000 active. inhibition, % at 10.4 µM. AID 602329. Q92698. RAD54 Holliday junction branch migration, FAM/BHQ fluorescence;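 active = mean normalized replicate activity at least 40 and at least half of replicates scoring 40 or more; inconclusive = only one of the two criteria met; inactive = mean below 40 and under half of replicates reaching 40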;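 also: 0% = median of neutral control wells and 100% = median of positive control wells; inhibitors cause a drop in the FAM fluorescence signal; in these data hits start at about 50%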
Target sequence (Q92698 whole entry, looked up): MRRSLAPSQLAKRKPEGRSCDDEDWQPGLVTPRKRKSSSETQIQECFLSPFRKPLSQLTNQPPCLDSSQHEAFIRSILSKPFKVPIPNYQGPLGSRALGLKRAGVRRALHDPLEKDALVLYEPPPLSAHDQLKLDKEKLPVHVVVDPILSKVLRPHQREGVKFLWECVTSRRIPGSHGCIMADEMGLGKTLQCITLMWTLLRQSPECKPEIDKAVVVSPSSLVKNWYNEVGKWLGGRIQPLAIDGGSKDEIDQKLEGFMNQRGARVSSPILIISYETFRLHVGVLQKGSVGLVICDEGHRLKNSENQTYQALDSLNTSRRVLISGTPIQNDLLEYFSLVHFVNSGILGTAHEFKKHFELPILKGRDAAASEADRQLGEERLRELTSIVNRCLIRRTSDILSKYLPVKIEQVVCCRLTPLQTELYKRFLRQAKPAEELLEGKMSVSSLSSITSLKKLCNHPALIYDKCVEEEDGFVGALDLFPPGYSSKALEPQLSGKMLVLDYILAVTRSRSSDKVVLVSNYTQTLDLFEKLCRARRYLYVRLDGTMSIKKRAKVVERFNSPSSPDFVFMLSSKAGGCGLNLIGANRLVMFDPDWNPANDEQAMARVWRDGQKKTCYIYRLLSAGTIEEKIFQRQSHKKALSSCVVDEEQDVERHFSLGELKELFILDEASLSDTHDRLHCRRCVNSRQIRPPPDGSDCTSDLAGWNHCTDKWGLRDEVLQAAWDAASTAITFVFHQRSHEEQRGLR
E-sel inducer = E-selectin induction on HUVECs | HUVEC E-selectin immunofluorescence imaging; normalized: neutral wells 0, TNF-alpha wells 100 | 0.37% of 260,000 active | P16581 | activation, % at 7.58 µM;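 active = mean E-selectin-positive cell signal at least 10% of the positive control, reached in at least 60% of replicates, without over 20% cell loss; inconclusive = no rule given, readout overlaps actives, possibly toxicity-flagged; inactive = the rest, including those meeting only one limit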;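 also: in these data hits start at about 27%; measured in HUVEC primary endothelial cells; signal is the percent of cells scored E-selectin positive by PE staining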
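assay system = HUVEC, human umbilical vein endothelial cells | input = 3,000 HUVEC seeded per well | medium = EGM-2 growth medium on 0.1% gelatin-coated wells | dosing = one compound dose added by pin transfer | signal = immunofluorescence imaging | read-out basis = % PE-positive cells | control set = TNF-alpha, DMSO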
CFTR F508del cor = correctors of CFTR F508del function in bronchial epithelial cells; activity (quench increase), % at 7.58 µM; AID 720511; 0.36% of 350,000 active; CFBE cells, YFP halide quenching; stimulated with forskolin plus potentiator P3; % fluorescence drop versus neutral controls;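 active = mean added fluorescence quench of at least 8% versus neutral control, with both replicates also reaching 8%; inconclusive = only one of the mean or replicate conditions met; inactive = mean below 8% and not both replicates reaching 8%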;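 also: cells transiently co-express mutant CFTR-F508del with the halide-sensitive YFP; corrector assay measuring rescue of mutant channel to the surface after 24 h compound exposure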
Xi reactivation = X-chromosome reactivation activator. 0.055% of 360,000 active. XiGFP mouse fibroblasts, % GFP-positive cells imaging, 3 d; cells co-treated with 5-aza-dC sensitizer; scaled so ellipticine positive control = 100%. activation, % at 7.58 µM;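 active = mean normalized replicate activation at least 10% and every replicate at or above 10%; inconclusive = only one of the two criteria met; inactive = mean below 10% and not all replicates reach 10%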;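 also: 0% = median of on-plate neutral control wells and 100% = ellipticine 6 µM median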
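material = 68-5-11 XiGFP fibroblast line | medium = DMEM plus 5-aza-dC sensitizer | schedule = 3 days compound exposure | benchmarks = positive control ellipticine, 6 µM final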
Numbers without * were called inactive; ? = inconclusive; . = not tested or not shown.

cpd	compound	DENV2 CPE rescue	Casp6 inh	RAD52 anneal inh	GSIS activator	CFTR F508del cor	Xi reactivation	E-sel inducer	RAD54 branch
1	O=C(COC(=O)c1ccccc1O)NC(=O)NCc1ccccc1	19	1	-10	3	3.3	0.0	.	7
2	C[C@@H]1CN([C@@H](C)CO)C(=O)c2cc(NC(=O)Nc3ccc(C(F)(F)F)cc3)ccc2O[C@H]1CN(C)S(=O)(=O)c1ccc(F)cc1	3	2	3	-24	-2.1	-0.6	-0.3	-12
3	C[C@@H]1CN([C@@H](C)CO)C(=O)c2cccc(NC(=O)Nc3ccc(F)cc3)c2O[C@H]1CN(C)S(=O)(=O)c1ccccc1	2	.	16	7	0.5	-0.7	0.0	2
4	Cc1cccc(CN2CCC(CNC(=O)Nc3ccccc3F)CC2)c1	17	-2	-13	4	0.3	0.3	0.4	.
5	CCN1CCN(C(c2cccs2)C(C)NC(=S)NC2CCCCC2)CC1 (centres undefined)	10	-4	-13	0	0.7	0.3	0.1	.
6	CCN(C(=O)COC(=O)c1cc(=O)[nH]c2ccccc12)c1c(N)n(Cc2ccccc2)c(=O)[nH]c1=O	65*	3	-15	0	1.5	0.0	-1.6	6
7	C[C@@H]1CN([C@H](C)CO)C(=O)c2cc(C#C[C@@H](C)O)cnc2O[C@H]1CN(C)Cc1ccccn1	7	-1	-10	12	1.3	-1.1	0.2	5
8	COc1ccc(S(=O)(=O)N2CCN(c3ccccc3)CC2)cc1OC	2	-3	-2	5	-1.5	0.1	.	-9
9	COc1ccccc1C(=O)COC(=O)Cc1n[nH]c(=O)c2ccccc12	?	-2	-4	7	1.3	0.0	-1.8	.
10	C/C=C/c1ccc(C2[C@@H]3CN(S(=O)(=O)c4ccc(F)cc4)C[C@H]2N3)cc1 (some centres undefined)	2	0	40	-5	0.0	0.0	-0.1	.
11	O=C(NCc1ccncc1)[C@H]1[C@H](CO)[C@H]2Cn3c(ccc(-c4cccnc4)c3=O)[C@H]2N1C(=O)C1CC1	1	-2	1	11	-3.6	0.5	-0.1	-15
12	COc1cc(/C=N/NC(=O)c2cccc(N3CCCC3=O)c2)ccc1O	2	3	-3	12	-0.3	0.1	.	1
13	c1csc(C2=NNC(=NC3CCCCC3)SC2)c1	3	4	-15	-3	-0.1	0.2	.	-8
14	Cc1ccccc1-c1nc(C#N)c(N2CCC(C)CC2)o1	-6	-6	-12	10	3.4	0.0	0.2	1
15	C[C@H]1CN([C@@H](C)CO)C(=O)c2cc(-c3ccccc3F)cnc2O[C@H]1CN(C)C(=O)C1CC1	-4	-1	4	4	1.3	-0.8	0.1	6
16	CN(C)S(=O)(=O)c1ccc(NC(=O)Cn2c(-c3ccccc3)noc2=O)cc1	-3	4	-7	-12	0.2	.	.	-7
17	Cc1noc(C)c1S(=O)(=O)Nc1cccc2c1O[C@@H](CN(C)C(=O)NC1CCCCC1)[C@@H](C)CN([C@@H](C)CO)C2=O	0	-1	-15	0	0.3	-0.7	.	4
18	CC(=O)C(C)n1c(CN(C)Cc2ccccc2)nc2c1c(=O)n(C)c(=O)n2C (centres undefined)	10	-1	-9	5	-0.5	0.0	3.5	6
19	CCCCCCSc1cc(-c2nc3ccc(C)cn3c2NCCCC)ccc1OC	3	3	-10	-4	1.3	-0.1	-0.2	-11
20	COC(=O)[C@]1(CC(C)C)N[C@H](c2ccc(-c3ccc(OC)cc3)cc2)[C@@H]2C(=O)N(C)C(=O)[C@@H]21	-8	3	0	-10	2.2	-0.1	-0.1	-4
21	COc1ccc(C#Cc2ccc([C@@H]3[C@H](CO)N4C(=O)CN(C(=O)c5cccnc5)C[C@@H]34)cc2)cc1	8	0	-11	-12	3.8	0.0	0.4	.
22	O=c1c2c([nH]n1-c1ccccc1)CCCC2	4	-1	-4	2	0.7	0.0	.	.
23	CCOCCCNC(=O)c1cc2c(=O)n3cccc(C)c3nc2s1	-2	0	-10	-5	-0.2	0.0	0.7	-12
24	C[C@H](CO)N1C[C@H](C)[C@@H](CN(C)S(=O)(=O)c2cccs2)Oc2c(NC(=O)c3ccc(-c4nccs4)cc3)cccc2C1=O	1	1	3	2	-0.6	0.0	0.8	9
25	CC1CCCN(C(=O)CN2CCC(c3nc4ccc(Cl)cc4[nH]3)CC2)C1 (centres undefined)	-3	-7	-19	-7	1.1	0.1	0.2	-8
26	CCc1ccc2c(CN3CCC(C(=O)OC)CC3)cc(=O)oc2c1	1	-1	-12	3	-5.1	0.2	.	-12
27	Cc1nc([N+](=O)[O-])c(Br)n1Cc1ccc(Cl)c(Cl)c1	0	19	-23	-50	-4.5	2.3	-0.1	-8
28	CCN(CC)S(=O)(=O)c1ccc(C(=O)OCC(=O)NCc2ccco2)cc1	.	-1	3	-18	-2.9	0.0	.	.
29	CCOc1ccc(NS(=O)(=O)c2ccc(C(=O)NCC(c3cccs3)N3CCOCC3)cc2)cc1 (centres undefined)	-4	-1	-9	-40	-2.2	0.0	.	7
30	CNC(=O)C[C@@H]1CC[C@@H]2[C@H](COC[C@H](O)CN2Cc2ccncc2)O1	-2	-2	-13	2	2.2	-0.1	0.1	-1

Results in Xi reactivation, GSIS activator and DENV2 CPE rescue (2 entries from above):
item | smiles | Xi reactivation | GSIS activator | DENV2 CPE rescue
18 | CC(=O)C(C)n1c(CN(C)Cc2ccccc2)nc2c1c(=O)n(C)c(=O)n2C (centres undefined) | 0.0 | 5 | 10
26 | CCc1ccc2c(CN3CCC(C(=O)OC)CC3)cc(=O)oc2c1 | 0.2 | 3 | 1

The listing continues:
cpd	compound	DENV2 CPE rescue	Casp6 inh	RAD52 anneal inh	GSIS activator	CFTR F508del cor	Xi reactivation	E-sel inducer	RAD54 branch
31	Cc1ccc(C)c(N=Cc2ccc(-c3ccc([N+](=O)[O-])cc3)o2)c1	3	-1	-14	-5	1.0	0.1	.	.
32	Cc1ccccc1NC(=O)Cc1nc(COC(=O)C(C)C)cs1	-3	-1	-27	-15	-0.7	0.3	-0.2	-3
33	CN(Cc1ccccc1)C(=O)c1ccc(NC(=O)C2CCCN(C(=O)OC(C)(C)C)C2)cc1 (centres undefined)	14	0	2	3	2.1	0.1	.	7
34	CC(C)(C)c1ccc(S(=O)(=O)N2CCCC2C(=O)N2CCOCC2)cc1 (centres undefined)	-5	0	-22	22	0.6	0.0	.	.
35	Cc1ccc(CN(C(=O)c2ccccc2C)C2CCS(=O)(=O)C2)o1 (centres undefined)	2	.	-10	16	1.7	-0.1	-0.2	0
36	COCCNS(=O)(=O)c1ccc(-c2ccc(Cl)cc2)cc1	18	-5	12	4	-1.4	0.2	.	.
37	C[C@H]1CCCCO[C@H](CN(C)C(=O)Nc2cccc3ccccc23)[C@@H](C)CN([C@@H](C)CO)C(=O)c2cc(NC(=O)c3ccccc3)ccc2O1	-10	-1	-4	-6	-0.9	3.0	.	-2
38	CCOc1ccc(NC(=O)Cn2nnc(-c3ccc(C(N)=O)cc3)n2)cc1S(=O)(=O)N1CCCC1	3	2	1	-13	-0.7	0.0	0.0	-5
39	CC(C(=O)c1ccccc1)[n+]1cccc(Br)c1 (centres undefined)	-2	.	7	5	-1.6	-0.1	0.1	-7
40	CSc1ncccc1C(=O)N1CCCC(CCC(=O)NCc2ccccc2F)C1 (centres undefined)	4	-2	-7	3	-1.3	0.2	-0.4	.
41	CCc1sc(N2[C@H](C#N)[C@H](c3ccccc3-c3ccc(F)cc3)[C@@H]2CO)nc1C	-5	1	-6	4	-1.8	0.1	-0.1	.
42	CC1CCN(C(=O)COC(=O)c2ccc3c(c2)OCO3)CC1	2	-1	-7	-15	-5.7	0.1	.	4
43	COc1cccc(NC(=O)N[C@@H]2CC[C@H](CC(=O)N3CCN(C)CC3)O[C@H]2CO)c1	7	0	5	7	3.1	0.7	-0.2	2
44	COc1cccc(/C=N/NC(=O)CNC(=O)/C=C\c2ccccc2)c1O	-3	-3	-7	-2	2.9	0.0	.	0

Structures listed so far that have fluorine:
cpd	compound	DENV2 CPE rescue	Casp6 inh	RAD52 anneal inh	GSIS activator	CFTR F508del cor	Xi reactivation	E-sel inducer	RAD54 branch
2	C[C@@H]1CN([C@@H](C)CO)C(=O)c2cc(NC(=O)Nc3ccc(C(F)(F)F)cc3)ccc2O[C@H]1CN(C)S(=O)(=O)c1ccc(F)cc1	3	2	3	-24	-2.1	-0.6	-0.3	-12
3	C[C@@H]1CN([C@@H](C)CO)C(=O)c2cccc(NC(=O)Nc3ccc(F)cc3)c2O[C@H]1CN(C)S(=O)(=O)c1ccccc1	2	.	16	7	0.5	-0.7	0.0	2
4	Cc1cccc(CN2CCC(CNC(=O)Nc3ccccc3F)CC2)c1	17	-2	-13	4	0.3	0.3	0.4	.
10	C/C=C/c1ccc(C2[C@@H]3CN(S(=O)(=O)c4ccc(F)cc4)C[C@H]2N3)cc1 (some centres undefined)	2	0	40	-5	0.0	0.0	-0.1	.
15	C[C@H]1CN([C@@H](C)CO)C(=O)c2cc(-c3ccccc3F)cnc2O[C@H]1CN(C)C(=O)C1CC1	-4	-1	4	4	1.3	-0.8	0.1	6
40	CSc1ncccc1C(=O)N1CCCC(CCC(=O)NCc2ccccc2F)C1 (centres undefined)	4	-2	-7	3	-1.3	0.2	-0.4	.
41	CCc1sc(N2[C@H](C#N)[C@H](c3ccccc3-c3ccc(F)cc3)[C@@H]2CO)nc1C	-5	1	-6	4	-1.8	0.1	-0.1	.
